# Mdm2 ligase inh: Mdm2 E3 ligase (human) inhibition | signal enhancement, % at 5 µM | cell-based MDM2 ubiquitination luciferase reporter, 2 h; 0 = plate control, 100 = twice control, blank-subtracted | actives 0.11% (n = 210,000) | Q00987;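 active means signal enhancement of 30% or more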;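 further: luminescence tracks abundance of the self-degrading MDM2-luciferase fusion protein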
#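 Material: stable MDM2–luciferase fusion reporter cells / Quantity: 2000 cells/well / Dosing: single 5 µM compound dose, 0.2% final DMSO / Buffer or medium: DMEM / Schedule: 4 h cell settling then 2 h compound exposure, 37 °C / Detection: luminescence with SteadyLite reagent, 15 min at room temperature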
# S1P4 antag: human S1P4 receptor antagonism; O95977; inhibition, % at 4.98 µM; S1P4-expressing cells, antagonist mode, reporter read-out; actives 0.26% (n = 220,000); in the data active means inhibition above about 29%;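 further: 0% = wells stimulated with agonist and 100% = vehicle wells without agonist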
# Ba/F3 V617F tox: lowers viability of Ba/F3 cells expressing EpoR and JAK2V617F | actives 1.1% (n = 220,000) | ATP luminescence | inhibition, % at 5.6 µM | AID 1446;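 active means inhibition above the campaign mean plus 3 SD over all tested compounds, cut at about 24% in these data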;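 further: cytokine-independent growth of Ba/F3 cells driven by EpoR plus mutant JAK2; 0% = DMSO-treated cells and 100% = JAK inhibitor I control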
# eIF4E 4G PPI: inhibitors of eIF4E and eIF4G interaction in translation initiation; P63073+Q04637; TR-FRET eIF4E-eIF4GI(517-606) binding, 2 h; inhibition, % at 21.7 µM; actives 0.37% (n = 220,000);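 active means inhibition above about 30%, limit read from the data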;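 further: 0% = full FRET control wells and 100% = background wells lacking eIF4GI fragment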
# Wee1 degr inh: inhibitors of human Wee1 degradation. reporter increase, % at 5 µM. actives 1.2% (n = 220,000). P30291. HeLa Luc-Wee1K328M stability, luciferase luminescence; 100% = proteasome inhibitor MG132 effect;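 active means activation above the mean of all tested compounds plus 3 SD, set per screening run, cut at about 8.8% in these data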;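 further: cells exposed to compound for 20 h before luminescence read; 0% = DMSO alone and 100% = MG132 at 30 µM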
# S1P4 agonist: human S1P4 receptor agonism. activation, % at 4.98 µM. actives 0.35% (n = 220,000). AID 1509. O95977. S1P4-expressing cell line, agonist reporter assay; in the data active means activation above about 11%;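 further: 0% = DMSO vehicle and 100% = reference agonist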
# PERK inh: inhibitors of human PERK kinase | inhibition, % at 5.6 µM | CHO PERK-DD fusion, SEAP luminescence translation reporter | actives 0.17% (n = 220,000);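 active means inhibition above the mean inhibition of all tested compounds plus 3 SD, set separately per screening campaign, cut at about 2.9% in these data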;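 further: PERK kinase domain activated by AP20187 dimerizer at 100 nM; 0% = DMSO with dimerizer and 100% = rapamycin at 8.4 µM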
# Target sequence (Q9NZJ5 whole entry, looked up, the tested form may be a part): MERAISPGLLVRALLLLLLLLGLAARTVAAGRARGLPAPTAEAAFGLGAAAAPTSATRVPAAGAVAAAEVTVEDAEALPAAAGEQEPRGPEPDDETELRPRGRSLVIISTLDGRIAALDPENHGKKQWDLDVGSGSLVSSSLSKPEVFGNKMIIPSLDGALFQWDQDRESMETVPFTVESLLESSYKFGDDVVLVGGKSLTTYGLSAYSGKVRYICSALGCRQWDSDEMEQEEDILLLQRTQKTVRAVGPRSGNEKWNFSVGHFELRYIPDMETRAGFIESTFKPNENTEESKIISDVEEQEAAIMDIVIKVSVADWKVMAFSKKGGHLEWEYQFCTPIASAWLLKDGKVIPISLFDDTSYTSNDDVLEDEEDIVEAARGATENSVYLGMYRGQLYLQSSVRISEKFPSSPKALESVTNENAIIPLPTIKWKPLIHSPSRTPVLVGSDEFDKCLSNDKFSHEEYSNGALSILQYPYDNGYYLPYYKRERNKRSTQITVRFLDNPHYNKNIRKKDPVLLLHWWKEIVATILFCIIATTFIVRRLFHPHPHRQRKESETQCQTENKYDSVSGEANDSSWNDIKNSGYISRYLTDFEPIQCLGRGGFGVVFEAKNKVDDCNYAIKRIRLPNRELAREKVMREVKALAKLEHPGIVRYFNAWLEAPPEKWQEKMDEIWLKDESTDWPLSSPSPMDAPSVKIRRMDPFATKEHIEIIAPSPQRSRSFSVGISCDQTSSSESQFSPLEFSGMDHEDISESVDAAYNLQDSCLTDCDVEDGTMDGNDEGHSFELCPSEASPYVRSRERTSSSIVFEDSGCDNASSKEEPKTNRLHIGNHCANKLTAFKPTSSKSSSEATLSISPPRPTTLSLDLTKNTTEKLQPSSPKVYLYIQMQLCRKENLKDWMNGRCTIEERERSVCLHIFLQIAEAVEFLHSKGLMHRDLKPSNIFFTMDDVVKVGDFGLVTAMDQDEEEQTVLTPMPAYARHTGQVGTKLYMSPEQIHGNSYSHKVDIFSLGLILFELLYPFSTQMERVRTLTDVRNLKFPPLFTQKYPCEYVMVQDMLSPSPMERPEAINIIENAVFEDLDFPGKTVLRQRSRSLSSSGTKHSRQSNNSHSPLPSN
# BaF3 parental: counter-screen for JAK2V617F inhibitors: parental Ba/F3 viability inhibitors | CellTiter-Glo ATP luminescence | inhibition, % at 5.6 µM | actives 1.1% (n = 220,000);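 active means inhibition above a per-campaign cutoff, the mean inhibition of all tested compounds plus 3 SD, cut at about 27% in these data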;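 further: 0% = DMSO wells and 100% = JAK Inhibitor I control wells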
# NPY2 pot ag: potentiates or activates human NPY-Y2 receptor; actives 0.45% (n = 220,000); P49146; cells expressing NPY-Y2, potentiator/agonist read-out; activation, % at 3.6 µM; AID 1359; in the data active means activation above about 27%;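 further: cells stimulated with NPY near EC25 plus isoproterenol at EC100; 0% = vehicle plus submaximal agonist and 100% = vehicle plus saturating agonist; some results beyond the cut were filed as inactive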
# The depositor's hits bear a star; x = not tested or not shown; [ ] = another dose, or the depositor's remark.
SMILES,Mdm2 ligase inh,S1P4 antag,Ba/F3 V617F tox,eIF4E 4G PPI,Wee1 degr inh,S1P4 agonist,PERK inh,BaF3 parental,NPY2 pot ag
Cc1cc(NC(=O)Cn2nc(C(F)(F)F)c3c2CCC3)n(-c2ccccc2)n1,-11,-13,0,5,0,0.3,-0.4,5,-2
O=C(C1CCCN(S(=O)(=O)c2ccccc2)C1)N1CCCc2ccccc21 (centres undefined),-10,4,2,-1,4,2.4,-1.4,3,-15
Cc1ccc(CCNC(=O)CCNS(=O)(=O)c2ccc3c(c2)oc(=O)n3C)cc1,0,-3,5,-2,0,-0.4,-1.9,6,8
CCCN(CCC)C(=O)c1ccc2c(=O)n(Cc3ccco3)c(=S)[nH]c2c1,-9,-7,1,-2,-1,0.9,-0.3,3,-2
CS(=O)(=O)N(CCc1ccccc1)CC(=O)Nc1ccc(OCc2ccccc2)cc1,-17,-5,2,24,7,-0.6,-0.7,10,4
CC(=O)c1ccc(N(C(=O)c2csnn2)C(C(=O)NC(C)(C)C)c2cccs2)cc1 (centres undefined),4,3,-1,7,-2,2.2,0.0,5,-7
O=C(O)CC(NC(=O)C1CCCCC1)c1cc([N+](=O)[O-])ccc1Cl (centres undefined),x,-6,0,4,2,-1.1,0.6,5,-27
C=CCNC(=S)NNC(=O)c1ccc(OC(C)C)cc1,3,-12,-4,-7,-2,1.0,0.1,1,-1
NC(=O)c1c(NC(=O)c2cc3ccccc3o2)sc2c1CCC2,-47,7,5,-41,2,-0.5,-1.0,6,2
CC1CCCN(CCOCCOc2ccc(Cl)cc2Br)C1 (centres undefined),-5,10,1,-11,0,-1.2,-0.4,5,-3
COc1cccc(Nc2cc(C)nc3ccccc23)c1,-18,-5,1,3,-1,-1.2,0.2,6,-3
Cc1ccc(OCCCCn2cnc3ccccc32)cc1,-7,-7,0,-2,-4,0.3,0.3,3,3
COc1ccc(OC)c(NC(=O)CN(c2ccc(C(C)C)cc2)S(=O)(=O)c2c(C)noc2C)c1,-12,-4,1,26[fluorescence artefact?],-3,-6.0,-1.1,4,-16
N#Cc1cccnc1Nc1cccc(Cl)c1,-4,-1,-1,3,0,-3.0,1.1,6,3
COc1ccc(-n2c(SCC(=O)Nc3ccc([N+](=O)[O-])cc3OC)nc3ccccc32)cc1,0,-8,3,1,0,1.5,0.0,5,0
COc1ccc(CC(=O)Nc2cccc(C(=O)O)c2C)cc1,-14,-13,-2,x,-2,0.5,1.3,5,20
COc1nc(NCCO)nc(Nc2ccccc2F)n1,-11,0,1,-3,2,-0.1,0.9,9,-7
COc1ccc(-c2[nH]ncc2CN2CCN(Cc3cccs3)CC2)cc1F,6,-25,-1,0,1,0.0,0.9,5,5
CN1CCN(CCCNC(=O)c2ccc3c(c2)N(Cc2ccccc2)CCS3)CC1,-13,-18,-4,-3,0,-0.7,-1.7,1,2
COc1ccc(-c2[nH]ncc2C=O)cc1OC,6,-3,1,-1,-1,-1.4,0.7,5,-8
COc1ccccc1NC(=O)CCSc1ccc(C)cc1,-2,3,-1,-7,-1,0.4,0.3,9,-19
CCN1CCN(c2nc3sc4c(c3c3ncnn23)CC(C)CC4)CC1 (centres undefined),0,-31,-2,2[fluorescence artefact?],3,3.0,-0.8,8,-31
CCOc1ccccc1Oc1c(C)oc2c(CN3CCN(CCO)CC3)c(O)ccc2c1=O,-15,-6,-1,x,3,0.6,1.5,2,2
O=C(NCc1ccc2c(c1)OCO2)C1CCC(CNc2c(N3CCCC3)c(=O)c2=O)CC1 (centres undefined),-3,-8,-1,-1,0,0.7,0.3,3,-20
Cc1cc(C(=O)OCC(=O)NC(C)(C)C)c2ccccc2n1,-11,-14,-1,-1,3,-3.7,-0.1,3,-1
# (cont.)
SMILES,Mdm2 ligase inh,S1P4 antag,Ba/F3 V617F tox,eIF4E 4G PPI,Wee1 degr inh,S1P4 agonist,PERK inh,BaF3 parental,NPY2 pot ag
CCOC(=O)c1cn(Cc2ccc(Cl)cc2Cl)c2cc(C)nn2c1=O,-10,13,1,3,2,1.9,-1.0,-3,2
Cc1ccc(S(=O)(=O)CCc2nnc(NC(=O)c3ccccn3)s2)cc1,-8,10,-4,-2,-2,1.7,0.9,-2,2
COC(=O)C1C(=O)C2=C(CC1C)NC(=O)CC2c1ccc(F)cc1 (centres undefined),-5,1,-6,3,7,-0.1,0.0,-2,1
COc1cccc(OC)c1C(=O)NC(=S)NCc1ccccc1,8,-2,3,-1,1,2.4,0.3,6,-6
COc1ccc(C(C(=O)NC2CCCCC2)N(Cc2ccco2)C(=O)CNC(=O)c2ccco2)cc1 (centres undefined),5,-20,0,-2[fluorescence artefact?],-1,0.9,1.1,2,-4
c1csc(CSc2nc3ccccc3s2)c1,-12,-2,-5,13,2,-2.4,2.0,0,4
O=C(Nc1ccc(O)cc1)/C(=C\C=C\c1ccccc1)NC(=O)c1ccccc1,0,2,-2,4,3,-0.6,-0.7,-1,-4
CCCN(CCC)CCCNS(=O)(=O)c1ccc2c(c1)oc(=O)n2C,-15,-27,-3,6,-3,-0.3,-0.7,2,-7
CCC(C)(C)n1nnnc1C(c1ccc(Cl)cc1)N1CCN(C)CC1 (centres undefined),-1,2,-3,1,2,-4.3,-0.6,3,5
O=C(CN1CC[n+]2c(-c3cccs3)csc21)c1ccc(Br)cc1,8,-19,-4,2,2,2.8,-0.8,-1,-6
COc1ccccc1NC(=O)c1cc2ccc(O)cc2o/c1=N\O,-10,-3,5,-6[fluorescence artefact?],0,2.1,0.2,10,14
CS/C(N)=N/N=C/c1cc(C)ccc1O,-24,-7,-1,7,2,-2.0,0.9,0,-4
Cc1cc(C)n2ncc(/C(N)=N/OC(=O)Nc3ccc(Cl)cc3)c2n1,3,6,5,-2,-1,0.9,2.0,0,-4
CC1(C)Oc2ccc3ccc(=O)oc3c2C(/C=N/O)C1=O (centres undefined),-17,-7,3,0,-1,0.1,0.4,7,5
CCN(C(=O)COC(=O)c1cccc(NS(=O)(=O)c2ccc(F)c(F)c2)c1)C1CCS(=O)(=O)C1 (centres undefined),-7,-18,2,-2,-1,0.8,0.6,8,2
CCOc1ccc2nc(SCC(=O)Nc3ncccn3)[nH]c2c1,-7,-9,0,5[fluorescence artefact?],-1,-0.4,0.7,5,-3
NNc1cc(C(=O)O)ccc1Cl,-14,-11,-5,-3,-3,-0.2,2.4,-3,11
Cc1nnc(C)n1/N=C/c1ccccn1,-1,1,-4,6,-1,-1.6,1.4,-1,6
O=C(NC(CO)(CO)CO)c1coc(=O)c(Br)c1,-21,-3,-1,28[fluorescence artefact?],3,0.9,1.8,-1,-8
NC(=O)c1sc2nc(N3CCCCC3)c3c(c2c1N)CCCC3,4,-14,-2,-2[fluorescence artefact?],3,0.1,0.8,8,10
Cc1sc(C(=O)NCc2cccnc2)c2nc(C)n(CC(=O)NCc3cccnc3)c(=O)c12,17,10,0,1,0,0.9,0.1,6,17
Cc1ccc2[nH]c(C(=O)O)c(NC(=O)CN3CCN(c4cccc(C)c4C)CC3)c2c1,-26,-4,1,-2[fluorescence artefact?],1,-1.6,-0.3,0,-2
Cc1ccc(Nc2ccc(C(=O)O)cc2N)cc1,-7,0,0,-3,4,0.1,0.5,6,-7
CCn1cnc2c1c(=O)n(CC(=O)Nc1cc(C)on1)c(=O)n2Cc1ccccc1,-52,7,6,3[fluorescence artefact?],2,0.1,-0.7,6,0
COc1ccc(-c2noc(CCCC(=O)Nc3ccc(C(N)=O)cc3)n2)cc1,-29,-24,-1,-6[fluorescence artefact?],1,-0.1,-0.6,4,-9

# Quoted at random: 2 compounds from above.
SMILES,Mdm2 ligase inh,S1P4 antag,Ba/F3 V617F tox,eIF4E 4G PPI,Wee1 degr inh,S1P4 agonist,PERK inh,BaF3 parental,NPY2 pot ag
Cc1sc(C(=O)NCc2cccnc2)c2nc(C)n(CC(=O)NCc3cccnc3)c(=O)c12,17,10,0,1,0,0.9,0.1,6,17
NC(=O)c1c(NC(=O)c2cc3ccccc3o2)sc2c1CCC2,-47,7,5,-41,2,-0.5,-1.0,6,2

# (list continues)
SMILES,Mdm2 ligase inh,S1P4 antag,Ba/F3 V617F tox,eIF4E 4G PPI,Wee1 degr inh,S1P4 agonist,PERK inh,BaF3 parental,NPY2 pot ag
O=C1CCCN2N=C(SCC(=O)N3CCCCC3)SC2=N1,-6,-4,-1,-2,-1,-0.9,-1.1,-4,9
Cc1csc2c(N3CCN(S(=O)(=O)c4ccc(Cl)cc4)CC3)ncnc12,-10,-5,-4,2,-1,0.9,1.9,2,-5
CCCS(=O)(=O)N1CCN(CCN2C(=O)c3cccc4cccc(c34)C2=O)CC1,12,-18,-2,2,1,-2.7,-0.6,2,15
O=C(/C=C/c1ccco1)NC(=S)Nc1ccccc1N1CCOCC1,-8,-5,-1,3[fluorescence artefact?],-1,-0.5,-0.8,-1,2
N#C/C(=C\c1ccc(N2CCOCC2)o1)c1ccccc1,15,-7,5,5[fluorescence artefact?],-1,0.6,0.7,30*,-12
CN1/C(=C\C(=O)CSc2cccc[n+]2[O-])C(C)(C)c2ccccc21,-5,6,8,-2,1,-1.4,-0.8,23,-18

# Compounds from the list above containing two or more sulfur atoms, in the order listed:
SMILES,Mdm2 ligase inh,S1P4 antag,Ba/F3 V617F tox,eIF4E 4G PPI,Wee1 degr inh,S1P4 agonist,PERK inh,BaF3 parental,NPY2 pot ag
CC(=O)c1ccc(N(C(=O)c2csnn2)C(C(=O)NC(C)(C)C)c2cccs2)cc1 (centres undefined),4,3,-1,7,-2,2.2,0.0,5,-7
Cc1ccc(S(=O)(=O)CCc2nnc(NC(=O)c3ccccn3)s2)cc1,-8,10,-4,-2,-2,1.7,0.9,-2,2
c1csc(CSc2nc3ccccc3s2)c1,-12,-2,-5,13,2,-2.4,2.0,0,4
O=C(CN1CC[n+]2c(-c3cccs3)csc21)c1ccc(Br)cc1,8,-19,-4,2,2,2.8,-0.8,-1,-6
CCN(C(=O)COC(=O)c1cccc(NS(=O)(=O)c2ccc(F)c(F)c2)c1)C1CCS(=O)(=O)C1 (centres undefined),-7,-18,2,-2,-1,0.8,0.6,8,2
O=C1CCCN2N=C(SCC(=O)N3CCCCC3)SC2=N1,-6,-4,-1,-2,-1,-0.9,-1.1,-4,9
Cc1csc2c(N3CCN(S(=O)(=O)c4ccc(Cl)cc4)CC3)ncnc12,-10,-5,-4,2,-1,0.9,1.9,2,-5

# Compound activity deposited in PubChem by several laboratories.
